# BAP1 inh: inhibitors of BAP1 deubiquitinase, primary screen, biochemical, Ub-AMC fluorescence, kinetic; activity remaining (% of control), % at 20 µM; recombinant BAP1, Ub-AMC hydrolysis fluorescence kinetic; stronger effect = lower value; hit rate 0.48% among 72,000; AID 436, 2006; Ubiquitin carboxyl-terminal hydrolase BAP1 (Homo sapiens), Q92560;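 active = activity remaining at or below 50% of control, provided the compound also passes the data quality filters; inactive = the rest, including low values that fail the filters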;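 note: 100% = DMSO wells rate and 0% = substrate alone blank rate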
# Target sequence (Q92560 whole entry, looked up): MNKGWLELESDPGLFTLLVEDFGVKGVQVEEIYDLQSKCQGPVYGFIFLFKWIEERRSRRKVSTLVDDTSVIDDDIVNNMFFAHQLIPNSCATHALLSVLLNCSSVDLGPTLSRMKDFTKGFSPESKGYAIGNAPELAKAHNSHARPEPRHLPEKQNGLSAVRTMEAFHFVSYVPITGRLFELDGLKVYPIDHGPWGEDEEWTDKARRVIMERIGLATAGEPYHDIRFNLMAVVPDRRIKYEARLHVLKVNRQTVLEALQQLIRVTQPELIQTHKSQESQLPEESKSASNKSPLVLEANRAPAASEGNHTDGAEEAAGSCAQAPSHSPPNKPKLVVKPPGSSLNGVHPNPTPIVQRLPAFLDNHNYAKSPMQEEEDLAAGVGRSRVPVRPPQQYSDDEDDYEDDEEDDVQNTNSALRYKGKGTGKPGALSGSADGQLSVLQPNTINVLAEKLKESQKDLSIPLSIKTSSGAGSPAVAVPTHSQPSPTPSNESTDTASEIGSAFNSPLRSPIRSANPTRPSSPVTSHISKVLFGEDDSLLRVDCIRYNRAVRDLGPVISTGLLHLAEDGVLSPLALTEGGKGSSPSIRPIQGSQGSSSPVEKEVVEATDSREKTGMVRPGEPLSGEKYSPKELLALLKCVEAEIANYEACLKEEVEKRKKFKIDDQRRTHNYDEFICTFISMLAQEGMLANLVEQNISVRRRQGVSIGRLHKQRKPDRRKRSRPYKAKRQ
# HePTP inhibitor: inhibitors of human HePTP phosphatase, primary screen, biochemical, absorbance, leukemia target; Tyrosine-protein phosphatase non-receptor type 7 (Homo sapiens), P35236; recombinant HePTP phosphatase activity, OD absorbance; inhibition, % at 20 µM; hit rate 0.64% among 110,000; in the data active = inhibition above about 50%;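 note: plate controls were vehicle for no effect and reference inhibitor for full effect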
# Target sequence (P35236 whole entry, looked up): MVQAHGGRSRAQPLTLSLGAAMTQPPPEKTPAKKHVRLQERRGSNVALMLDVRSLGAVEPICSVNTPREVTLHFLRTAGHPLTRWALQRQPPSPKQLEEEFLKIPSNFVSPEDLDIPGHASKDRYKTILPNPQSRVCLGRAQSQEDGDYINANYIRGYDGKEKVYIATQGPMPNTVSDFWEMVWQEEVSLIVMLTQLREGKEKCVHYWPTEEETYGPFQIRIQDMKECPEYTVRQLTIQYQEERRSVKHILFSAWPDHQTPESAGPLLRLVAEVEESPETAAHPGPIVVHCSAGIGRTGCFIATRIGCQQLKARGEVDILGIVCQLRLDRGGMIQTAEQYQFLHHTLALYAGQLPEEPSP
# An asterisk follows results filed as active; i = inactive; / = not tested or not shown; & = joins results of further samples.
Compound	BAP1 inh	HePTP inhibitor
COc1ccc2c(c1)c(/C=C/c1nc3ccccc3c(=O)n1-c1cccc([N+](=O)[O-])c1)c(C)n2C	/	-8
O=C(Nc1ccc(-c2nc3ccccc3[nH]2)cc1)c1ccccc1Br	231	/
CCOC(=O)Cn1c(=O)oc2cc(S(=O)(=O)Nc3cc(Cl)ccc3OC)ccc21	105	10
O=C1CCCN1CCC1CCN(C2CC(=O)N(Cc3ccc(N4CCCC4=O)cc3)C2=O)CC1 (stereo not drawn)	88	1
COc1ccc(OC)c(NC(=O)COC(=O)c2ccc(S(=O)(=O)N3CCOCC3)cc2)c1	/	9
CSCSC1=C(C#N)C(c2ccc(Cl)cc2)C(C(C)=O)=C(C)N1 (stereo not drawn)	102	6
CC(c1ccccc1)N1C(=O)C(=Cc2c(NCC3CCCO3)nc3ccccn3c2=O)SC1=S (stereo not drawn)	/	-14
CCn1c(SCc2ccccc2)nnc1-c1ccc(S(=O)(=O)N2CCCCC2)cc1	102	7
S=c1[nH]nc(-c2ccncc2)n1Cc1ccco1	68	12
COc1ccc(CCNS(=O)(=O)c2ccc(S(=O)(=O)N3CCCC3)cc2)cc1OC	93	20
CCOC(=O)c1nc2ccccc2[nH]c1=O	/	6
COC(=O)c1sc2nc3c(cc2c1N)C(=O)CC(C)(C)C3	89	8
Cc1nc(=O)c(-c2ccccc2)c(C)n1-c1ccc(O)c(C(=O)O)c1	96	-4
CCOC(=O)c1c(N)nn(C(C)=O)c1-c1ccccc1	80	4
Cc1cc(=O)oc2c(CN(C)Cc3ccccc3)c(O)ccc12	i	2
O=C(NCCO)/C(=C/c1ccc(Br)cc1)NC(=O)c1cccs1	/	-2
Cc1ccc2nc(N/N=C\c3ccc([N+](=O)[O-])o3)nc(-c3ccccc3)c2c1	/	3
O=C(Cn1cccc1C(=O)c1ccccc1)NCCN1CCCCCC1	98	4
COC(=O)c1cc(=O)[nH]c(Nc2nc3ccccc3o2)n1	/	-2
Cc1ccc(Nc2cc(=O)n(C)c(=O)[nH]2)cc1C	/	3
CC1=C(C#N)c2nc(N)c(C#N)c(C)c2/C1=C/c1ccc(-c2ccccc2[N+](=O)[O-])o1	/	81*
O=C(/C=C/c1cn(-c2ccccc2)nc1-c1ccccc1)c1cccs1	/	-15
O=C(N/N=C/c1cccs1)C1CC(=O)N(c2ccc(Cl)cc2)C1 (stereo not drawn)	/	-4
O=C(O)CC(C(=O)NCc1ccccc1)C1CCCO1 (stereo not drawn)	93	3
O=C(NN1C(=O)/C(=C/c2ccc(O)cc2)SC1=S)c1ccccc1O	/	6
OCCNc1ncnc2c1ncn2Cc1ccccc1	103	6
COc1ccc(C2Nc3ccc4ccccc4c3C3=C2C(=O)CC(C)(C)C3)cc1 (stereo not drawn)	134	/
O=C(O)c1ccc(NC(=O)c2ccc3c(c2)C(=O)N(c2ccc(C(=O)O)cc2)C3=O)cc1	/	15
Cc1cc(C)c(NC(=O)CCCN2CCN(C)CC2)c(C)c1	107	7
COc1ccc(CCNC(=O)CC(NS(=O)(=O)c2ccc(NC(C)=O)cc2)C(C)C)cc1OC (stereo not drawn)	106	10

# Gathered by group: those above containing bromine.
Compound	BAP1 inh	HePTP inhibitor
O=C(Nc1ccc(-c2nc3ccccc3[nH]2)cc1)c1ccccc1Br	231	/
O=C(NCCO)/C(=C/c1ccc(Br)cc1)NC(=O)c1cccs1	/	-2

# Arranged by formula weight (largest number first): part of the list above
Compound	BAP1 inh	HePTP inhibitor
O=C1CCCN1CCC1CCN(C2CC(=O)N(Cc3ccc(N4CCCC4=O)cc3)C2=O)CC1 (stereo not drawn)	88	1
COc1ccc(C2Nc3ccc4ccccc4c3C3=C2C(=O)CC(C)(C)C3)cc1 (stereo not drawn)	134	/
S=c1[nH]nc(-c2ccncc2)n1Cc1ccco1	68	12

# (continued)
Compound	BAP1 inh	HePTP inhibitor
COc1cc(NC(=O)CCc2ccccc2)cc(OC)c1	/	3
CCOC(=O)c1ccccc1NC(=O)CN(c1ccc(F)cc1)S(=O)(=O)c1ccccc1	/	-10
CCCCN1C(=O)CC(Nc2ccc(CC)cc2)C1=O (stereo not drawn)	110	3
CC(C)(c1cc(Cl)cc(Cl)c1)N1C(=O)C2=C(CCCC2)C1=O	/	9
Cc1cccc(N=Cc2ccc(OC3CSC3)cc2)c1	/	5
COc1ccc(C(=O)Nc2sc3c(c2C#N)CCCCC3)cc1	/	-16
O=C(N/N=C/c1ccncc1)c1cc(-c2ccc3ccccc3c2)n[nH]1	/	26
COc1ccc(S(=O)(=O)NCCC(C)C)cc1OC	86	2
Cc1cc(=S)cc(C)n1CCCn1ccnc1	/	-7
Cc1ccc(OCC(=O)NCc2ccc(F)cc2)cc1	/	3
Cc1[nH]n2c(=O)c(C#N)c(-c3ccccc3)nc2c1-c1ccccc1	87	6
CC1=C(C(=O)Nc2ccccc2C)C(c2ccccc2)NC(=O)N1 (stereo not drawn)	97	4
COc1ccc(CCN2C(=O)CSC2c2ccc(Cl)cc2)cc1OC (stereo not drawn)	/	-3
COC(=O)c1c(N)sc(C)c1-c1ccc(C)c(C)c1	/	10
O=[N+]([O-])c1cccc(S(=O)(=O)NNc2ccccc2)c1	/	-11
COc1ccc(CN(C(=O)CSc2nnc(-c3ccc(F)cc3)o2)c2ccc(F)cc2)cc1	86	3
O=C(CN(c1ccc(Br)cc1)S(=O)(=O)c1ccccc1)NCCSc1nc2ccccc2s1	/	6
Cc1ccc(-c2ccc(OCC(=O)Nc3cc(Cl)ccc3C)cc2)cc1	/	-8
Cc1nn(C)c(C)c1NC(=O)c1ccc(-c2ccccc2)cc1	/	-7
O=C(NCc1ccco1)c1cc2cc3ccc(Cl)cc3nc2o1	/	13
CC12CCC(=O)N1C(C(=O)O)Cc1c2[nH]c2ccccc12 (stereo not drawn)	83	9
O=C(Nc1ccc(-c2nc3ncccc3o2)cc1)c1ccc(Br)o1	i	22&7
O=S(=O)(CCc1ccccc1)N1CCOCC1	100	-5
COn1c(SCC(N)=O)nc2ccccc2c1=O	104	5
CN(C)S(=O)(=O)c1ccc2c(c1)C(=C(C#N)C#N)c1cc(S(=O)(=O)N(C)C)ccc1-2	/	-10
Cc1ccc(C(=O)COc2cc(OCC(=O)c3ccc(C)cc3)c3c(C)cc(=O)oc3c2)cc1	/	2
Clc1ccccc1OCCCCCN1CCCC1	/	-15
O=C(CCn1c(=O)[nH]c2ccccc2c1=O)N1CCN(c2cccc(C(F)(F)F)c2)CC1	86	2
O=C1CSC(=Nc2ccc(O)cc2)N1c1ccc(O)cc1	92	2
CC1(C)OC(=O)N(c2ccccn2)C1(C)O (stereo not drawn)	101	4

# Single records (already shown). Order of screens: BAP1 inh	HePTP inhibitor
# Results for `CCOC(=O)c1ccccc1NC(=O)CN(c1ccc(F)cc1)S(=O)(=O)c1ccccc1` : /	-10
# Results for `O=C(CN(c1ccc(Br)cc1)S(=O)(=O)c1ccccc1)NCCSc1nc2ccccc2s1` : /	6
# Results for `CC1(C)OC(=O)N(c2ccccn2)C1(C)O` (stereo not drawn) : 101	4
# Results for `O=C1CSC(=Nc2ccc(O)cc2)N1c1ccc(O)cc1` : 92	2
# Results for `Cc1ccc(C(=O)COc2cc(OCC(=O)c3ccc(C)cc3)c3c(C)cc(=O)oc3c2)cc1` : /	2

# Following part
Compound	BAP1 inh	HePTP inhibitor
Cc1cccc(NC(=O)c2sc(NC(=O)c3ccco3)c(C#N)c2C)c1C	78	-1
Cc1c(C(c2cccc(I)c2)c2c(C)n(C)n(-c3ccccc3)c2=O)c(=O)n(-c2ccccc2)n1C	75	/
CCOCCOC(=O)c1cccc(NC(=O)Cc2ccccc2)c1	/	0
CC(C)(C)CC(C)(C)NC(=O)c1ccc2nccnc2c1	/	-10
CN(Cc1c(F)cccc1Cl)c1ccc(S(=O)(=O)N2CCOCC2)cn1	73	2
NC(=O)c1ccc(C(=O)c2ccc(N)cc2)cc1N	/	-2
COc1ccc(F)cc1S(=O)(=O)N1CCCN(S(=O)(=O)c2cc(F)ccc2OC)CC1	74	6
COC(=O)[C@@H](NC(=O)NCc1cccs1)C(C)C	110	12
C/C=N/Nc1nnc2c(n1)[nH]c1ccccc12	/	2
Cc1ccccc1-c1nc(CS(=O)(=O)CC(=O)N2CCc3ccccc3C2)c(C)o1	94	9
O=C(c1ccc2c(=O)n(C3CCCC3)c(=S)[nH]c2c1)N1CCN(C2CCCCC2)CC1	90	-4
Cc1cccc(C2(c3cccc(C)c3)CC2C(=O)Nc2ccccc2F)c1 (stereo not drawn)	/	7
CCS(=O)(=O)CCSc1nc2c(cc1C#N)CCCC2	79	9
CN(C)CCNC(=O)COc1cccc(Cl)c1	94	-4
Clc1cccc(CN2CCN(C3CCN(Cc4ccccc4)CC3)CC2)c1	/	-1
COc1ccccc1OCCNC(=O)C(c1ccccc1)c1ccccc1	/	6
CCOC(=O)CC(=O)CSc1nc(N)c(C#N)c(-c2ccc(F)cc2)c1C#N	146	5
CC(=O)Nc1ccc(N2C(=O)CSC2c2ccc(Br)cc2)cc1 (stereo not drawn)	80	/
CC1Oc2ccccc2N(Cc2ccccc2F)C1=O (stereo not drawn)	98	-6
COc1ccc(NC(=O)Nc2ccc(OCC(=O)N3CCOCC3)cc2)cc1OC	108	4
COc1ccc(C(NC(=O)c2ccccc2F)c2ccc(OC)c(OC)c2)cc1OC	/	5
CCCN(CCc1ccccc1)C1CCc2c(O)cccc2C1 (stereo not drawn)	97	/
O=C(c1ccc(CNc2c(N3CCCC3)c(=O)c2=O)cc1)N1CCc2ccccc2C1	92	2
O=C(NCC1CCCO1)c1ccc(Cl)c(F)c1F (stereo not drawn)	96	-10
O=C(CCN1C(=O)c2ccccc2C1=O)Nc1ccccc1C(=O)N1CCOCC1	/	-6
COC(=O)CC1=Nc2ccccc2NC(=O)C1	67	5
CCOc1ccc(NC(=O)c2c(NC(=O)c3ccccc3F)sc3c2CCCC3)cc1	464	/
CCCCNc1nc2c(c(=O)n(C)c(=O)n2C)n1Cc1cccc(OC)c1	87	3
CCCOc1ccccc1C(=O)N(Cc1cccs1)C1CCS(=O)(=O)C1 (stereo not drawn)	89	2
CC1Cn2c(nnc2-c2ccccc2O)S1 (stereo not drawn)	88	2
COc1cc(C2C(C(=O)OC3CCCCC3)=C(C)NC3=C2C(=O)CC(C)(C)C3)cc(OC)c1OC (stereo not drawn)	198	/
Cc1cc2nc(-c3cc(NC(=O)c4cc5ccccc5o4)ccc3O)oc2cc1C	/	6
Cc1sc(NC(=O)c2cc(-c3cccs3)nc3ccccc23)c(C(N)=O)c1C	/	9
N#Cc1ccc(CSc2nnc(NC(=O)C3CCCO3)s2)cc1 (stereo not drawn)	104	4
NC(=O)c1ccc(NC(=O)NCCCCCCNC(=O)Nc2ccc(C(N)=O)cc2)cc1	/	-13
CCC1CCc2c(sc3nc(SCC(=O)NCc4ccccc4)n(-c4ccccc4)c(=O)c23)C1 (stereo not drawn)	/	-13
COC(=O)c1ccc(NC(=O)C(C)N2C(=O)c3ccccc3C2=O)cc1 (stereo not drawn)	96	6
CCOC(=O)C1=C(O)/C(=C/c2ccc([N+](=O)[O-])cc2)SC1=Nc1ccc(C)cc1	/	-12
COc1cc(C=NN2CCN(c3ccccn3)CC2)ccc1OCc1ccccc1	/	-13
Cc1ccc2nc(-c3cccs3)c(NC(=O)c3ccc(Cl)cc3)n2c1	/	2
CCCc1nnc2n1N=C(c1ccc(OC)cc1)CS2	183	/
CC(=O)Nc1ccc(NC(=O)Cn2cnc3c(cnn3C(C)(C)C)c2=O)cc1	92	9
O=C(NCCCN1CCOCC1)c1c(O)c2ccccc2[nH]c1=O	111	-3
NS(=O)(=O)c1ccc(NC(=O)c2cc(Cl)ccc2[N+](=O)[O-])cc1	58	/
COC(=O)c1cc(=O)n2c(-c3ccc(OC)cc3)csc2n1	88	2
O=C1OCCN1S(=O)(=O)c1ccc(Cl)cc1	89	/
CC1=CCN(C(C)(C)C)CC1=O	/	6
CCOc1ncccc1C(=O)OCC(=O)NCCc1ccc(OC)cc1	108	3
O=C(COc1ccccc1)Nc1ccc(Br)c(Cl)c1	/	2
CCCCc1c(O)nc(N2CCN(Cc3ccccc3)CC2)[nH]c1=O	101	5
CCSc1nnc(Cc2cc(=O)[nH]c(=O)[nH]2)n1-c1cc(C)ccc1C	132	11
COc1ccc(Br)cc1/C=C/C(=O)Nc1ccc(C(C)=O)cc1	/	12
O=C(CCCN1C(=O)c2cccc3cccc(c23)C1=O)Nc1nc(-c2cccc([N+](=O)[O-])c2)cs1	/	2
CCN1CCN(CC(=O)Nc2sc3c(c2C#N)CCC(C)C3)CC1 (stereo not drawn)	113	9
CCCNC(=O)Nc1ccccc1C(=O)Nc1ccc(OC)cc1	57	14
Fc1ccccc1N1CC(c2ccccc2)C(c2cccs2)=N1 (stereo not drawn)	/	-5
Cc1cc(NC(=O)c2cccc3c(Br)cccc23)ccc1NC(=O)c1ccco1	/	-9
O=C1CCCc2c1nc(-c1ccco1)n2O	106	8
CCn1cnc2c1c(=O)n(CC(=O)N1CCc3ccccc31)c(=O)n2Cc1ccccc1	140	7
COc1ccc(-c2csc(-n3[nH]c(C)c(N=Nc4c(C)cccc4[N+](=O)[O-])c3=O)n2)cc1	/	-10
CC(C)Oc1ccc2nnnn2n1	97	-12
C=CCNC(=O)/C(=C\c1ccc(Cl)cc1)NC(=O)c1ccco1	/	1

# Assay outcomes deposited in PubChem BioAssay by several laboratories.
